High-throughput results deposited in PubChem by The Scripps Research Institute Molecular Screening Center.
PAFAH2 inh: PAFAH2 enzyme inhibitors, primary screen, biochemical, fluorescence polarization, human; recombinant PAFAH2, FP-rhodamine activity probe; inhibition, % at 3.39 µM; 0.99% of 340,000 active; AID 492956, 2010;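 active means inhibition above the mean over all tested compounds plus 3 SD, cut at about 30% in these data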;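 further: inhibitors block probe labeling of enzyme so polarization drops; 0% = enzyme with DMSO and 100% = wells lacking PAFAH2 protein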
proCasp7 act: procaspase-7 activators, primary screen, counter-screen for procaspase-3 activator project, biochemical, absorbance, HTS, human. 0.093% of 330,000 active. Caspase-7 (Homo sapiens), P55210. recombinant procaspase-7, Ac-DEVD-pNA absorbance 405 nm; D23A/D198A/D206A triple mutant, cannot self-cleave; scale: DMSO 0, 5 µM enzyme 100. activation, % at 8.5 µM;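 active means percent activation above the screen-wide mean plus 3 SD, cut at about 25% in these data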
Target sequence (P55210 whole entry D23A/D198A/D206A): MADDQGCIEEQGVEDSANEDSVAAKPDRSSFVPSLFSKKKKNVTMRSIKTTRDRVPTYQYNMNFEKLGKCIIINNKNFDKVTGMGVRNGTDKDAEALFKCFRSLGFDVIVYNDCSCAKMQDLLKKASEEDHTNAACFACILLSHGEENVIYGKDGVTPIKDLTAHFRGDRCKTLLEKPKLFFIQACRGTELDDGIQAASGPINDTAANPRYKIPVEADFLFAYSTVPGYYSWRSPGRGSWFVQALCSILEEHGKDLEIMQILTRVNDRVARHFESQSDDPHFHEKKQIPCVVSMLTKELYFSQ
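Assay system: Uncleavable procaspase-7 mutant enzyme | Input: 2 µM procaspase-7 mutant as dispensed | Timing: 1 h compound preincubation, 2 h substrate cleavage, 25 °C | Repeats: One well per compound | Control set: DMSO wells as 0%, DMSO with 5 µM added PC-7 as 100% | Technique: Epi-absorbance of released pNA at 405 nm, two timepoints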
HCV core dimer: inhibitors of HCV core protein dimerization, primary screen, biochemical, TR-FRET, high-throughput | TR-FRET GST/Flag-core106 dimerization, 1536-well | inhibition, % at 5 µM | 0.33% of 300,000 active | AID 1899, 2009;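 active means inhibition above the mean of all tested compounds plus 3 SD, set per screening campaign, cut at about 45% in these data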
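System: GST/Flag-tagged HCV core106 proteins. Incubation: compound-protein-antibody incubation 4 h at 22.5 °C. Technique: HTRF with 340 nm excitation, 617/671 nm emission. Medium: KF-containing HEPES buffer, pH 7.45, DTT, CHAPS, BSA. Read-out: inhibition (%) from 671 over 617 nm ratio. Also added: Eu(K)-anti-GST 90 ng/mL plus XL665-anti-Flag 1 µg/mL.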
AHR act: AHR activators, primary screen, cell-based, luminescence, luciferase reporter, human; AHR-responsive luciferase reporter cells; activation, % at 5 µM; 2.5% of 320,000 active; AID 2796, 2010; in the data active means activation above about 47%;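 further: 0% = vehicle wells and 100% = reference agonist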
procasp3 activ: activators of human procaspase-3 D3A mutant, primary screen, biochemical, absorbance, PC-3 D3A mutant, single concentration. Caspase-3 (Homo sapiens), P42574. recombinant procaspase-3 D3A, Ac-DEVD-pNA absorbance 405 nm. activation, % at 8.5 µM. 0.11% of 330,000 active. AID 463141, 2010;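 active means activation above the mean of all tested compounds plus 3 SD, cut at about 21% in these data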;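 further: 0% = DMSO alone and 100% = DMSO wells spiked with extra 5 µM PC-3 D3A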
Target sequence (P42574 whole entry D9A/D28A/D175A): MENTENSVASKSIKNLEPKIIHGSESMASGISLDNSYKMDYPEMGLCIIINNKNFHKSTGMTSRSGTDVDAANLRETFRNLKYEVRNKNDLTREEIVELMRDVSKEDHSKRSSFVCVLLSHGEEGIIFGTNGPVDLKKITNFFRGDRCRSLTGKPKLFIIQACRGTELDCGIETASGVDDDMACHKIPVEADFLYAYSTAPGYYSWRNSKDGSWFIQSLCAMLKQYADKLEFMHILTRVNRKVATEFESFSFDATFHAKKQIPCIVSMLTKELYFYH
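Test system: Procaspase-3 D3A mutant, all three cleavage aspartates alanine | Dosing: Single dose, 8.5 µM nominal compound, 0.8% DMSO | Schedule: 1 h preincubation, 2 h reaction | Technique: 405 nm absorbance of p-nitroaniline, reads at 0 and 120 min | Repeats: One well per compound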
PP1 counter: PP1-alpha phosphatase inhibitors, primary screen, counter-screen for PP5 inhibitor project, biochemical, fluorescence, OMFP substrate, single point; Serine/threonine-protein phosphatase PP1-alpha catalytic subunit (Homo sapiens), P62136; purified PP1alpha; inhibition, % at 6.7 µM; 0.9% of 320,000 active;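 active means inhibition above the mean inhibition of all tested compounds plus 3 SD, computed separately for each screening campaign, cut at about 15% in these data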
Target sequence (P62136 whole entry, looked up): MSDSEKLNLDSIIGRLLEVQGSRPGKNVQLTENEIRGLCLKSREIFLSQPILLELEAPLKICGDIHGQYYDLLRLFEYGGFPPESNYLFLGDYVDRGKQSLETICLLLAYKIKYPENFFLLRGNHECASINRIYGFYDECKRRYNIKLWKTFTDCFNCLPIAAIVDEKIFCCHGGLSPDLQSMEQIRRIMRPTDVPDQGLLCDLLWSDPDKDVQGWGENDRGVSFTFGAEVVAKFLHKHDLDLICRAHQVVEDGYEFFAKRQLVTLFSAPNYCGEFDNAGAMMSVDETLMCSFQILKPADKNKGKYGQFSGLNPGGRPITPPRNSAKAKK
Fh CTSL1 inh: Fasciola hepatica cathepsin L1 inhibitors, primary screen, counter-screen for PFM18AAP inhibitor project, biochemical, QFRET, fluorogenic peptide substrate | recombinant F. hepatica cathepsin L1, Z-Leu-Arg-MCA fluorescence | inhibition, % at 5.96 µM | 0.49% of 300,000 active;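 active means inhibition above the mean of all tested compounds plus 3 SD, set per screening campaign, cut at about 17% in these data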;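 further: 0% = plate median of test compound wells and 100% = 1 µM Z-Phe-Ala-diazomethylketone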
PP5 inh: PP5 phosphatase inhibitors, primary screen, biochemical, fluorescence | Serine/threonine-protein phosphatase 5 (Homo sapiens), P53041 | purified PP5c, OMFP substrate fluorescence | inhibition, % at 6.7 µM | 0.18% of 320,000 active | AID 1987, 2009;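 active means inhibition above the campaign's mean inhibition across all tested compounds plus 3 SD, cut at about 9.5% in these data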;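 further: 0% = DMSO only and 100% = 100 µM cantharidin control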
TPT1 inhibitor: Candida albicans TPT1 enzyme inhibitors, primary screen, biochemical, fluorescence polarization | 0.81% of 300,000 active | tRNA 2'-phosphotransferase TPT1 (Candida albicans SC5314) | inhibition, % at 5 µM | AID 1962, 2009 | recombinant caTPT1, FP RNA substrate dephosphorylation;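 active means inhibition above the mean of all tested compounds plus 3 SD, set per screening campaign, cut at about 24% in these data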;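 further: plate controls were DMSO alone for no effect and ferristatin control at 100 nM for full effect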
* hit, by the source's call; . = not tested or not shown.

SMILES | PAFAH2 inh | proCasp7 act | HCV core dimer | AHR act | procasp3 activ | PP1 counter | Fh CTSL1 inh | PP5 inh | TPT1 inhibitor
CC(C)(C)[C@H]1COC(=O)[C@@H](Cc2ccc(F)cc2)CC/C=C/C[C@@H](CC(=O)N[C@@H](CO)Cc2ccccc2)C(=O)N1 | -1.1 | 5.5 | . | 0.8 | 7.0 | . | . | . | .
O=C(N/N=C/c1cccs1)c1cc(-c2ccncc2)nc2ccccc12 | -4.5 | 9.8 | -3.5 | 10.7 | 3.6 | -0.5 | 1.3 | -0.4 | 2.6
Cc1cc(C(=O)CN2C(=O)NC(C)(c3cc(F)ccc3F)C2=O)c(C)n1C1CC1 (configuration not stated) | 0.1 | 11.7 | . | 0.6 | 0.9 | . | . | . | .
Cc1ccc2nc(C)cc(N/N=C/c3cccc(O)c3)c2c1 | -0.3 | 0.3 | -12.5 | 12.8 | 0.8 | 0.3 | 0.4 | 4.5 | 4.9
Cc1cccc(C)c1NC(=O)CNC(=O)Cn1nc(C)c(C)c(C#N)c1=O | 1.9 | -5.0 | 0.8 | 0.5 | 4.8 | -3.6 | -1.2 | -2.9 | 1.3
Cc1cccc(NC(=O)CCC(=O)NCCO)c1 | -3.1 | 4.8 | -4.5 | 3.5 | 1.9 | 0.9 | -1.8 | 1.6 | -0.7
Cn1c(N)c(C(=O)CSc2nc3ccccc3c(=O)n2Cc2ccccc2)c(=O)n(C)c1=O | 0.2 | 1.6 | 9.7 | 2.3 | 1.8 | -0.7 | 2.4 | -1.2 | -0.1
COc1cc(-c2nc(-c3ccc(NC(=O)c4ccc5c(c4)OCO5)cc3)no2)cc(OC)c1OC | -16.4 | 13.1 | 18.8 | 0.3 | -6.1 | -0.9 | 6.0 | 2.0 | 0.8
CCN(C(=O)c1cccc(Br)c1)C1CCS(=O)(=O)C1 (configuration not stated) | 3.4 | 13.1 | 0.9 | 2.9 | 2.3 | -1.2 | -4.7 | -0.4 | 1.1
COc1cccc(C(=O)Nc2c(F)cccc2F)c1 | 5.3 | 4.1 | -0.8 | 2.2 | 3.4 | -4.7 | -1.2 | -4.0 | -1.3
CC(=O)NNc1nc(-c2ccc(C)cc2)cs1 | 5.1 | -6.8 | -3.9 | 16.6 | -5.4 | -0.8 | -6.3 | 1.3 | -2.3
COc1ccc(C(=O)N(CCc2ccccc2)Cc2cccs2)c(OC)c1 | 4.1 | 5.3 | 9.6 | 1.2 | 5.0 | 6.9 | 0.2 | 2.5 | -3.6
COCCn1c(CNc2ccc(F)cc2)nnc1SCC(=O)Nc1ccc(OC)cc1OC | 2.4 | 7.2 | -3.0 | 0.0 | -10.0 | 0.0 | -1.7 | 3.3 | -5.4
CC1CC(C)CN(S(=O)(=O)c2ccc3c(c2)CC(=O)N3)C1 (configuration not stated) | 3.4 | -1.4 | . | 0.2 | 8.3 | -0.9 | . | 0.8 | .
O=C(NCCS(=O)(=O)N1CCN(c2ccccc2F)CC1)c1cc(=O)c2ccccc2o1 | 0.8 | 7.4 | 8.3 | 2.5 | 14.7 | 4.7 | -0.1 | 2.0 | -1.2
COc1cc(NC(=O)Nc2cccc(C(C)=O)c2)cc(OC)c1OC | 3.7 | 15.9 | 2.3 | 4.4 | 4.9 | -1.4 | -0.7 | 0.5 | 1.9
Cc1cccc(C(=O)O/N=C(\N)c2ccc(Br)cc2)c1 | 4.5 | 1.0 | -2.2 | 42.3 | 11.1 | -1.9 | 1.3 | -0.5 | 2.6
Cc1cccc(N(Cc2cc3ccccc3[nH]c2=O)S(C)(=O)=O)c1 | -2.8 | 6.1 | 6.7 | 6.9 | -8.9 | 1.7 | 0.6 | -2.5 | 9.9
COc1ccc(CC2(CO)CCN(S(=O)(=O)c3c(C)nn(C)c3C)CC2)cc1 | -4.0 | 6.9 | -1.6 | -2.7 | 5.5 | -2.7 | 4.5 | 1.2 | -8.3
COc1cccc(OCC(=O)Nc2ccccc2C(N)=O)c1 | 3.3 | 10.8 | -2.7 | 0.7 | 10.9 | -3.6 | -0.5 | 0.7 | 0.5

Looked up one by one from the entries so far, two records:
SMILES | PAFAH2 inh | proCasp7 act | HCV core dimer | AHR act | procasp3 activ | PP1 counter | Fh CTSL1 inh | PP5 inh | TPT1 inhibitor
Cn1c(N)c(C(=O)CSc2nc3ccccc3c(=O)n2Cc2ccccc2)c(=O)n(C)c1=O | 0.2 | 1.6 | 9.7 | 2.3 | 1.8 | -0.7 | 2.4 | -1.2 | -0.1
CC(=O)NNc1nc(-c2ccc(C)cc2)cs1 | 5.1 | -6.8 | -3.9 | 16.6 | -5.4 | -0.8 | -6.3 | 1.3 | -2.3

Individual results from the results shown.
PP5 inh with Cc1cccc(C)c1NC(=O)CNC(=O)Cn1nc(C)c(C)c(C#N)c1=O = -2.9
PP1 counter with COc1cc(NC(=O)Nc2cccc(C(C)=O)c2)cc(OC)c1OC = -1.4
AHR act with Cc1cc(C(=O)CN2C(=O)NC(C)(c3cc(F)ccc3F)C2=O)c(C)n1C1CC1 (configuration not stated) = 0.6

Other entries follow:
SMILES | PAFAH2 inh | proCasp7 act | HCV core dimer | AHR act | procasp3 activ | PP1 counter | Fh CTSL1 inh | PP5 inh | TPT1 inhibitor
CSCC[C@H](NC(=O)c1ccc(Cl)c(S(=O)(=O)N2CCCC2)c1)c1nc2ccccc2[nH]1 | 0.4 | -3.0 | 1.2 | 4.1 | 3.0 | -2.4 | -1.6 | 2.0 | 2.6
Cc1cc(NC(=O)c2cc(-c3cccs3)on2)no1 | -1.1 | 1.4 | -7.3 | -2.4 | -4.3 | -4.6 | -1.7 | 1.7 | -0.9
CCOC(=O)[C@@H]1[C@H]2COc3ccc(Br)cc3[C@H]2N2C(=O)N(c3ccc(C(F)(F)F)cc3)C(=O)[C@]12C | 0.8 | -0.2 | . | -0.1 | 2.2 | . | . | . | .
CCOc1ccccc1NC(=O)C1CCN(S(=O)(=O)c2ccc(OC)c(OC)c2)CC1 | 6.5 | -0.5 | 13.3 | 2.5 | 2.3 | -1.3 | -2.4 | 1.5 | 1.3
Cc1ccc(NC(=O)C2COc3ccccc3O2)c(C)c1 (configuration not stated) | -7.1 | -7.0 | -1.6 | 14.3 | 2.7 | -1.8 | 0.1 | -0.9 | -1.9
CCCOc1ccc(C(=O)CCC(=O)OCC(=O)Nc2ccc(Oc3ccccc3)cc2)cc1 | . | -0.1 | 7.5 | -0.9 | 5.2 | 0.7 | -27.2 | -1.1 | 1.9
Cn1c(Cn2cnc(Cl)c2Cl)nc2ccccc21 | -2.3 | 16.5 | -2.1 | 10.7 | -0.3 | -6.6 | -4.7 | 0.8 | -5.2
CN(C)S(=O)(=O)c1ccc(N2CCCC2)c(C(=O)N2CCC(C(N)=O)CC2)c1 | 1.9 | 1.2 | -0.4 | 1.0 | -2.4 | -4.4 | 1.4 | 1.7 | -2.5
CC1CCCC(NC(=O)CN2C(=O)COc3ccccc32)C1C (configuration not stated) | -0.5 | 7.8 | -6.8 | 3.1 | 2.3 | -7.7 | 5.5 | -7.1 | -3.5
C/C(=N\NC(=O)c1ccc(N2CCCC2=O)cc1)c1ccncc1 | 3.1 | -15.1 | -1.1 | 4.8 | 0.6 | -4.8 | 1.0 | 0.1 | -1.1
NS(=O)(=O)c1ccccc1NC(=O)c1c(O)c2ccccc2[nH]c1=O | 0.9 | -1.8 | -15.7 | 20.5 | 3.3 | 3.1 | 5.4 | -0.5 | 14.4
Cc1nc2ccccc2n1-c1ccccc1 | -12.8 | 4.8 | -2.9 | 1.6 | -1.1 | -1.1 | -2.6 | -2.1 | -0.7
CCOc1cc(CNCc2ccncc2)cc(Cl)c1OC | -3.9 | 6.9 | 0.5 | 32.2 | 2.8 | 0.0 | 3.1 | 1.7 | -0.4
COc1cc(COc2ccc(-c3nnco3)cc2)ccc1OC(F)F | -10.9 | 8.2 | 12.1 | 0.8 | 5.6 | -1.9 | 6.0 | 0.3 | -0.9
Cc1cc(C(=O)N2CCCC(N3CCN(c4cccc(Cl)c4)CC3)C2)no1 (configuration not stated) | -3.5 | 0.9 | -17.0 | 1.0 | 4.8 | 2.5 | 0.2 | 5.0 | -3.5
COc1ccccc1NC(=O)C1CCCN(S(=O)(=O)c2ccc3[nH]c(=O)ccc3c2)C1 (configuration not stated) | 0.2 | 5.7 | 1.6 | -1.8 | -1.0 | -3.6 | -0.4 | 2.4 | 1.7
CN(C(=O)COc1ccc(Cl)cc1Br)C1CCCCC1 | 3.3 | 0.9 | 3.0 | -1.1 | 0.5 | 0.3 | 4.7 | 1.0 | -0.2
C=C(C)COc1ccc(-c2[nH]ncc2-c2ccc(OC)c(OC)c2)c(O)c1 | 1.1 | 5.0 | -0.8 | 9.1 | 1.8 | 3.3 | -1.9 | 5.8 | 0.4
COC(=O)c1cc(COC(=O)CNC(=O)c2ccc(Br)cc2)oc1C | 1.9 | 10.0 | . | -2.1 | -2.9 | . | . | . | .
Cc1ccc(N2CCN(CCc3nc4cc(NS(C)(=O)=O)ccc4n3C)CC2)cc1 | 6.1 | 7.6 | 1.4 | -3.5 | 8.8 | -1.4 | -1.8 | 1.2 | -1.7
Cc1cccc(CSc2nnc(CCCCCNC(=O)OC(C)(C)C)o2)c1 | 4.0 | 0.2 | 4.3 | -1.0 | -7.6 | -0.9 | 5.6 | 0.8 | -0.6
NC(=O)COc1ccc(NC(=O)OCc2ccccc2)cc1 | 0.2 | 4.8 | -4.1 | 14.4 | 3.2 | -1.8 | -0.1 | 0.3 | -2.1
CN(C(=O)c1cccc(C#CC(C)(C)O)c1)C1CCCN(Cc2ccccc2F)C1 (configuration not stated) | -3.9 | -4.2 | 16.6 | -1.6 | 3.4 | -1.6 | -1.5 | -0.7 | -1.3
CC(C)(C)OC(=O)NCCCCC1=CC2=CC(=O)C(C)(OC(=O)c3cnc4ccccc4n3)C(=O)C2=CO1 (configuration not stated) | . | 1.5 | 13.3 | 6.9 | -0.5 | 6.1 | 1.5 | -0.7 | -2.0
CCc1nnc(NC(=O)CSc2nccn2-c2cccc(C)c2)s1 | -8.5 | -9.6 | 5.5 | 11.2 | -4.9 | -3.1 | 2.7 | -0.4 | -1.5
O=C(CNC(=S)N(Cc1ccc(F)cc1)C1CCCCC1)NCC1CCCO1 (configuration not stated) | -4.2 | 4.8 | 0.1 | 0.6 | -0.9 | -2.1 | 3.4 | 0.9 | 1.3
N#CCn1cnc2c(oc3ccccc32)c1=O | -2.1 | 6.5 | 0.7 | 1.6 | 3.2 | -2.3 | -0.6 | -0.5 | -1.5

Outcome played no part in choosing rows; overall some 5.6% were active at least once.
